# Screening results as filed in PubChem BioAssay.
# NF-kB neuron act – activators of NF-kB expression in neurons, primary screen, cell-based, HTS; human neuronal cells, NF-kB reporter expression; stronger effect = higher value; fold change at 12.5 µM; 190,000 tested, 1.6% active; AID 1239, 2008; in the data active = fold change above about 3.3
# G6PDH counter – L. mesenteroides G6PDH inhibitors, counter-screen for G6PDH-coupled screening assays, biochemical, Leuconostoc mesenteroides enzyme. glucose-6-phosphate dehydrogenase [Leuconostoc mesenteroides]. Purified L. mesenteroides G6PDH, diaphorase/resazurin coupled fluorescence, 45 min. inhibition, % at 5 µM. 200,000 tested, 0.12% active. AID 1020, 2008; in the data active = inhibition above about 50%
# Diaph inh CS – diaphorase inhibitors and chemical oxidizers, primary screen, counter-screen for diaphorase-coupled primary assays, biochemical, uHTS, resorufin fluorescence; diaphorase resazurin-to-resorufin fluorescence, NADH, 16 min; bacterial (C. kluyveri) enzyme, not human; inhibition, % at 20 µM; 190,000 tested, 0.69% active;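 active = primary screen inhibition at 20 µM above a set limit, cut at about 50% in these data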;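 also: plate controls were DMSO with full reaction for no effect and wells lacking NADH for full effect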
#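 Test system: Clostridium kluyveri diaphorase enzyme / Quantity: diaphorase at 0.14 U/mL in enzyme working solution / Incubation: 16-min room-temperature incubation before reading / Benchmarks: NADH-free wells as positive control, DMSO-only neutral wells / Signal: resorufin fluorescence 544/590 nm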
# APP transl inh – inhibitors of APP translation via 5'UTR reporter, primary screen, APP 5'UTR luciferase, SH-SY5Y cells | 190,000 tested, 0.82% active | inhibition, % at 2 µM | SH-SY5Y APP 5'UTR-luciferase reporter, luminescence;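 active = inhibition above a set limit, derived from the sample mean plus 3 SD, cut at about 45% in these data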; also: values of inactives mirror those of a sister screen read the other way
# FLuc act counter – FLuc activators, initial screening, artefact control for FLuc-dependent activation tests, biochemical, ATPlite luminescence | AID 1027, 2008 | activation factor at 10 µM | Luciferin 4-monooxygenase (Photinus pyralis), P08659 | 200,000 tested, under 10 active | ATPlite luciferase biochemical, 10 min; 0 = ATP-free wells, 1 = DMSO control;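 active = luciferase activation factor, scaled between plate controls, of at least 2 with compound at 10 µM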
#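 Material: Luciferase/luciferin reagent mix; Doses: test compounds dosed from 2 mM stocks in 100% DMSO; Schedule: 10 min incubation after luciferase reagent addition, room temperature; Measured by: luminescence from luciferase reaction; Read-out: luminescence gain marking luciferase activators.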
# FLuc inh counter – firefly luciferase enzyme inhibitors, primary screen, artefact control for luciferase-based inhibitor screens, biochemical, luminescence, ATPLite | Luciferin 4-monooxygenase (Photinus pyralis), P08659 | 10 min | inhibition, % at 10 µM | 200,000 tested, 1.5% active;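 active = inhibition above about 50% when tested at 10 µM, limit read from the data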
# APP 5'UTR act – activators of APP 5'UTR luciferase reporter, primary screen, SH-SY5Y cells; 190,000 tested, 1% active; activation, % at 2 µM; SH-SY5Y APP 5'UTR luciferase reporter, luminescence; zero percent = DMSO vehicle wells; AID 1276, 2008;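 active = activation above a set limit, based on mean plus 3 SD of controls, cut at about 140% in these data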; also: values of inactives mirror those of a sister screen read the other way
# STAT1 activator – STAT1 signaling activators, primary screen, cell-based, HTS, luciferase reporter. activation (% of control), % at 5.5 µM. 200,000 tested, 2.6% active. NIH 3T3 STAT1-luciferase reporter, IFN-gamma, luminescence; 100% = IFN-gamma alone, no compound;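 active = activation above the screen-wide mean activation plus 3 SD, cut at about 130% in these data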;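 also: raw ratio to IFN-gamma control signal so 100% means no change and 0% no light; values of inactives mirror those of a sister screen read the other way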
# TLR4 MyD88 comp – inhibitors of TLR4-MyD88 association in cells, primary screen, cell-based, HeLa CL3-4, BLA complementation, FRET ratio; inhibition, % at 8.4 µM; AID 861, 2007; Toll-like receptor 4 (Homo sapiens) + Myeloid differentiation primary response protein …; HeLa CL3-4 TLR4/MyD88 BLA complementation; 200,000 tested, 0.18% active; in the data active = inhibition above about 25%;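 also: 0% = vehicle and 100% = reference inhibitor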
# Target sequence (O00206 whole entry, looked up): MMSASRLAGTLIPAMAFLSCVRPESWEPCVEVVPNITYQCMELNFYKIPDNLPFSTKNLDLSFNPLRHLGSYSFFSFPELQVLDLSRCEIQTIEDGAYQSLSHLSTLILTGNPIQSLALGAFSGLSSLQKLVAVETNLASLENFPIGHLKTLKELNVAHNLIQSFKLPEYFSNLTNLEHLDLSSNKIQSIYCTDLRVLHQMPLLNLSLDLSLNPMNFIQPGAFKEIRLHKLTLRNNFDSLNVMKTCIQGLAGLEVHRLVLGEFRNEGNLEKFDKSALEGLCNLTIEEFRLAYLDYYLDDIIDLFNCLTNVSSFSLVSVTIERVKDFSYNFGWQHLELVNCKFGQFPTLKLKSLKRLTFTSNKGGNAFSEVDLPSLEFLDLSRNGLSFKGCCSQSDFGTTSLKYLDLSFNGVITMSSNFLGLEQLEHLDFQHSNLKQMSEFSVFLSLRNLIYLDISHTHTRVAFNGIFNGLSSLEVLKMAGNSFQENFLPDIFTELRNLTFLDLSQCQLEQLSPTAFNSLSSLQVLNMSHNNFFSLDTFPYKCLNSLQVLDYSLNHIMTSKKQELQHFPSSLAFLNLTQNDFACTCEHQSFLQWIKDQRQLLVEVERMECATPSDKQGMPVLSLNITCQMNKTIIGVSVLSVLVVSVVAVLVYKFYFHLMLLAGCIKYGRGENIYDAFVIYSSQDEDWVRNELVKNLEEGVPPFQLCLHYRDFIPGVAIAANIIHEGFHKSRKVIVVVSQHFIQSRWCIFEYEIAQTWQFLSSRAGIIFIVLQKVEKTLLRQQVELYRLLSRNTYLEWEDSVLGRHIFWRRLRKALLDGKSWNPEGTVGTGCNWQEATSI
# Target sequence (Q99836 whole entry, looked up): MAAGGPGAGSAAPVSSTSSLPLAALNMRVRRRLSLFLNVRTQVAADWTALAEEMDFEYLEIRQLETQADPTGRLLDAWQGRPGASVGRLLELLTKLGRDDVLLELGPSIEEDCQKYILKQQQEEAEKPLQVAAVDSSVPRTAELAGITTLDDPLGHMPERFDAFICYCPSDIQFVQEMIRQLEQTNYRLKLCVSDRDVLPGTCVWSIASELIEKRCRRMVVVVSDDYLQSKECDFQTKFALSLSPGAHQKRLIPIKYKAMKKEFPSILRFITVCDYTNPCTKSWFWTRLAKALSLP
# Diaph act CS – compounds boosting diaphorase resazurin reduction – biochemical, uHTS, resorufin fluorescence, counter-screen for diaphorase-coupled primary assays, primary screen; 190,000 tested, 0.005% active; Diaphorase/resazurin coupled assay, 16 min; stronger effect = higher value; 1 = vehicle wells, 0 = NADH-free wells; activation factor at 20 µM;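 active = diaphorase activity raised at least twofold by the compound at 20 µM; inactive = activation factor below 2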
#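 System – purified diaphorase enzyme from Clostridium kluyveri · Input – enzyme 0.07 U/mL final · Also added – final NADH 0.114 mM, resazurin 0.1 mM · Measured by – fluorescence of resorufin, 544 nm excitation, 590 nm emission · Timing – 16 min enzyme reaction, ambient temperature · Measure – resorufin increase flagging diaphorase activators or reducers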
# The depositor's hits bear a star; nt = not tested or not shown; & = joins results of further samples.
structure,NF-kB neuron act,G6PDH counter,Diaph inh CS,APP transl inh,FLuc act counter,FLuc inh counter,APP 5'UTR act,STAT1 activator,TLR4 MyD88 comp,Diaph act CS
CC(=O)N(Cc1c(C)nn(-c2ccccc2)c1Cl)c1ccc(Cl)cc1,1.2,7,8,-14,1.1,-7,14,102,-4,0.9
CCOc1ccc2c(=O)c(Oc3ccccc3)c(C)oc2c1,0.9,5,18,2,1,-4,-2,103,-2,0.8
Cc1cc(=O)[nH]c(SCc2nc3ncccn3c2Br)n1,1.4,-8,12,9,1.1,-8,-9,102,-6,0.9
CC1CCCN(S(=O)(=O)c2ccc(N(C(=O)c3cnccn3)C(C(=O)NC3CCCCC3)c3cccs3)cc2)C1 (centres undefined),0.68,-3,12,8,1,0,-8,101,-9,0.9
COCCCNC(=O)c1ccc(-n2nc(C(F)(F)F)cc2-c2cccs2)cc1,0.51,15,15,15,1,2,-15,100,1,0.8
COCCN(C(=O)C1CC1)c1nnc(-c2cccc(C)c2)s1,1.2,0,5,-11,0.9,6,11,113,5,0.9
CCOC(=O)Cc1csc(SCC(=O)Nc2cccc(C#N)c2)n1,0.92,9,4,2,1,1,-2,98,-1,1
O=C(CCS(=O)(=O)c1cccc2nonc12)N1CCCc2ccccc21,1.1,16,2,15,1,2,-15,105,4,1
Cn1c(Cc2ccccc2)nnc1SCC(=O)Nc1ccccc1N1CCOCC1,0.86,-14,9,13,1.1,-6,-13,96,7,0.9
COc1ccccc1-c1nnc(NC(=O)C(C)SC2=NCCS2)s1 (centres undefined),1.3,4,37,-8,1,0,8,103,4,0.6
Cc1nn(-c2ccccc2)c(Cl)c1C(=O)N1CCN(C)CC1,1.2,4,6,-9,1.1,-7,9,106,5,0.9
CCOC(=O)c1c(CN2CCCCC2)oc2ccc(OC)cc12,0.98&0.88,15&14,13&9,-5&3,1&1.1,-2&-8,5&-3,91&95,2&1,0.9&0.9

# More entries.
structure,NF-kB neuron act,G6PDH counter,Diaph inh CS,APP transl inh,FLuc act counter,FLuc inh counter,APP 5'UTR act,STAT1 activator,TLR4 MyD88 comp,Diaph act CS
COCCn1c(SC(C(=O)Nc2cc(C)ccc2OC)c2ccccc2)nnc1-c1ccc(Cl)cc1 (centres undefined),0.99,-2,24,5,1.1,-7,-5,96,2,0.8
NS(=O)(=O)c1ccc(C(=O)O)cc1,1.1,14,2,2,1,-3,-2,96,-18,1
Cc1cccc(NC(=O)COc2ccc(Br)cc2C)n1,1.7,4,2,-60,0.7,25,60,111,-6,1
O=S(=O)(NCc1ccccc1)c1cccc(S(=O)(=O)N2CCOCC2)c1,0.92,1,9,10,1,-1,-10,102,-7,0.9
C=CCn1c(-c2cccnc2Cl)nc2ccccc21,1.2,10,10,11,1.1,-7,-11,92,1,0.9
CNc1nc(NC)nc(-n2c(C(F)(F)F)nc3ccccc32)n1,0.67,8,10,-23,1,-2,23,101,4,0.9
CCCOc1ccc(NC(=O)C2CC(=O)N(C)C(=Nc3cccc(OC)c3)S2)cc1 (centres undefined),1.2,17,22,-15,1,-5,15,98,10,0.8
O=C1CSC(=S)N1Cc1cccnc1,4.8*,6,22,-4,1,-3,3,79,1,0.8
COc1ccccc1C(=O)Nc1ccc(S(=O)(=O)N2CCCC2)cc1,0.86,7,8,4,1,-2,-4,100,15,0.9
CC1CN(C(=O)C2CCCN2S(=O)(=O)c2ccc(Cl)cc2)CC(C)O1 (centres undefined),1.2,-2,-4,6,1,0,-6,88,16,1
CCCCS(=O)(=O)NC1=NCN(CCOC(=O)c2ccccc2)CN1,nt,nt,nt,-12,nt,nt,12,96,0,nt
COc1ccccc1C(c1nnnn1Cc1ccco1)N1CCN(c2cccc(C)c2C)CC1 (centres undefined),0.59,0,14,33,1.1,-7,-33,99,-8,0.9

# Shown with two lines to a compound: part of the list above
# Below each compound: NF-kB neuron act	G6PDH counter	Diaph inh CS	APP transl inh	FLuc act counter	FLuc inh counter	APP 5'UTR act	STAT1 activator	TLR4 MyD88 comp	Diaph act CS
- Cc1cccc(NC(=O)COc2ccc(Br)cc2C)n1
→ 1.7	4	2	-60	0.7	25	60	111	-6	1
- O=S(=O)(NCc1ccccc1)c1cccc(S(=O)(=O)N2CCOCC2)c1
→ 0.92	1	9	10	1	-1	-10	102	-7	0.9
- C=CCn1c(-c2cccnc2Cl)nc2ccccc21
→ 1.2	10	10	11	1.1	-7	-11	92	1	0.9
- CNc1nc(NC)nc(-n2c(C(F)(F)F)nc3ccccc32)n1
→ 0.67	8	10	-23	1	-2	23	101	4	0.9
- CCCOc1ccc(NC(=O)C2CC(=O)N(C)C(=Nc3cccc(OC)c3)S2)cc1 (centres undefined)
→ 1.2	17	22	-15	1	-5	15	98	10	0.8
- O=C1CSC(=S)N1Cc1cccnc1
→ 4.8*	6	22	-4	1	-3	3	79	1	0.8
- COc1ccccc1C(=O)Nc1ccc(S(=O)(=O)N2CCCC2)cc1
→ 0.86	7	8	4	1	-2	-4	100	15	0.9
- CC1CN(C(=O)C2CCCN2S(=O)(=O)c2ccc(Cl)cc2)CC(C)O1 (centres undefined)
→ 1.2	-2	-4	6	1	0	-6	88	16	1
- CCCCS(=O)(=O)NC1=NCN(CCOC(=O)c2ccccc2)CN1
→ nt	nt	nt	-12	nt	nt	12	96	0	nt
- COc1ccccc1C(c1nnnn1Cc1ccco1)N1CCN(c2cccc(C)c2C)CC1 (centres undefined)
→ 0.59	0	14	33	1.1	-7	-33	99	-8	0.9

# More structures
structure,NF-kB neuron act,G6PDH counter,Diaph inh CS,APP transl inh,FLuc act counter,FLuc inh counter,APP 5'UTR act,STAT1 activator,TLR4 MyD88 comp,Diaph act CS
O=C(CN1CCC(n2nnc3cc(C(F)(F)F)ccc32)CC1)NNC(=O)c1ccco1,1.3,5,6,24,1,-5,-24,95,-1,0.9
CCOc1ccc(NC(=O)CN2CCN(CC(=O)Nc3ccc(C(=O)OC)cc3)CC2)cc1,0.95,-32,14,-15,1.1,-7,15,100,-4,0.9
O=c1oc(Nc2ccc(F)cc2)nc2ccccc12,1.6,5,6,-6,1,4,7,101,3,0.9
O=S1(=O)C[C@@H](N2CCOCC2)[C@H](N2CCOCC2)C1,1.1,2,1,-15,1,-3,15,97,11,1
Cc1nc2sc3c(c2c(=O)o1)CCCC3,1.1,4,14,8,1.1,-6,-8,95,-10,0.9
CN(C/C(O)=C(\C#N)c1ccccc1)C1CCCCC1,1.3,2,3,-17,1,0,17,105,0,1
CCOC(=O)c1c(NC(=O)CN2C(=O)NC3(CCCCCC3)C2=O)sc(C)c1-c1ccc(C)cc1,1.4,-2,10,17,1,-3,-17,106,0,0.9
O=C(NCCc1ccccc1)C1CCN(C(=O)NCc2ccccc2)CC1,1.1,2,1,9,1,-3,-9,100,6,1
CCOC(=O)C1=C(C)NC(=O)NC1c1ccccc1Cl (centres undefined),2,8,2,-8,1.1,-5,8,103,-5,1
C/C(=N\NC(=O)Cn1ccc(C(F)(F)F)n1)c1ccc2c(c1)OCO2,1.6,9,6,-20,1,0,20,88,4,0.9
CCOc1c(Br)cc(/C=C2/SC(=O)N(CC(=O)N3CCCC3)C2=O)cc1OC,1.3,-43,10,-18,1.1,-8,18,102,-6,0.9
Cc1ccc(S(=O)(=O)N(CC(=O)Nc2ccccc2C(=O)O)c2cccc(Cl)c2C)cc1,1.2,0,23,10,1,-3,-10,99,-5,0.8

# The list continues.
structure,NF-kB neuron act,G6PDH counter,Diaph inh CS,APP transl inh,FLuc act counter,FLuc inh counter,APP 5'UTR act,STAT1 activator,TLR4 MyD88 comp,Diaph act CS
CCn1c(SCC(=O)Nc2ccccc2C)nnc1-c1ccccc1O,0.87,-2,20,-14,1.1,-9,14,96,2,0.8
O=c1c2ccccc2nnn1CSc1nc2sc3c(c2c(=O)n1CC1CCCO1)CCC3 (centres undefined),1.1,-3,30,-9,1.1,-7,9,105,5,0.7
O=C(CSc1ccc(-c2ccccc2)nn1)N1CCCc2ccccc21,0.47,-22,10,8,1,4,-8,110,9,0.9
Cc1ccc(S(=O)(=O)N2CCOCC2)cc1C(=O)NNC(=O)c1ccoc1C,1.1,5,2,-1,1,0,1,94,5,1
Cc1ccc(S(=O)(=O)NCC(=O)N(CC(=O)NCc2ccco2)Cc2cccs2)cc1,1.1,0,4,-4,1.1,-11,4,103,11,1
CCCCCCc1cc2cc(S(=O)(=O)c3ccc(Cl)cc3)c(=O)oc2cc1O,0.8,12,-2,23,1.1,-5,-23,100,1,1
COc1ccc(CCC(=O)NCc2cnn(C)c2)cc1,1.1,-6,8,4,1.1,-10,-5,100,-4,0.9
O=C(NCC1CCCC(CNC(=O)N2CCc3ccccc32)C1)N1CCc2ccccc21 (centres undefined),0.64,4,28,4,1.1,-8,-4,100,-4,0.7
Brc1cc2[nH]cnc2c2ccccc12,0.75,-27,38,3,1,-4,-3,72,-9,0.6
CC(=O)n1nc2nc(C)cc(C)c2c1N,1.1,1,3,13,1.1,-5,-13,102,5,1
COC(=O)Nc1ccc(S(=O)(=O)N2CCCc3ccccc32)cc1,0.78,23,17,90*,1,-2,-90,108,-3,0.8
COc1ccc2nc(/N=C\N(C)C)sc2c1,1.6,3,8,-12,0.8,16,12,112,3,0.9

# Next part:
structure,NF-kB neuron act,G6PDH counter,Diaph inh CS,APP transl inh,FLuc act counter,FLuc inh counter,APP 5'UTR act,STAT1 activator,TLR4 MyD88 comp,Diaph act CS
OCC1(Cc2ccc(Cl)cc2)CCN(Cc2ccc3nsnc3c2)CC1,1.2,7,24,-3,1.1,-6,3,99,2,0.8
Cc1cc(C(=O)CN2C(=O)NC3(CCCC3)C2=O)c(C)n1-c1ccc2c(c1)OCO2,0.83,-3,10,-1,1,-5,1,101,-1,0.9
N#CCN1CCN(CC(=O)Nc2ccc(OCc3ccccc3)cc2)CC1,1.3,-10,13,-13,1.1,-7,13,96,-1,0.9
Cc1ccc(C)c(OCC(=O)Nn2c(C)nc3ccccc3c2=O)c1,1,4,0,-11,1.1,-9,11,95,-13,1
CCOC(=O)CCC(=O)Nc1ccc(S(=O)(=O)N2CCC(C)CC2)cc1,1.2,12,23,1,1.1,-9,-1,97,18,0.8
